High-throughput results from PubChem.
T cruzi growth – T. cruzi proliferation inhibition. AID 624255. inhibition, % at 8.34 µM. 5.9% of 77,000 active. T. cruzi beta-gal in NIH3T3, GalScreen luminescence, 90 h;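 active means mean inhibition above about 93%, with at least 55% of replicates each passing it, limit read from the data, passing the limit was not always enough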
KDM4C inh – inhibitors of human demethylase GASC-1 KDM4C; inhibition, % at 12.5 µM; GST-KDM4C 2-372, H3K9me3 peptide, LANCE TR-FRET; 0.15% of 96,000 active;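 active means mean replicate inhibition above about 25%, with at least 55% of replicates also reaching it, limit read from the data, passing the limit was not always enough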
Target sequence (Q9H3R0 2-372 limits assumed): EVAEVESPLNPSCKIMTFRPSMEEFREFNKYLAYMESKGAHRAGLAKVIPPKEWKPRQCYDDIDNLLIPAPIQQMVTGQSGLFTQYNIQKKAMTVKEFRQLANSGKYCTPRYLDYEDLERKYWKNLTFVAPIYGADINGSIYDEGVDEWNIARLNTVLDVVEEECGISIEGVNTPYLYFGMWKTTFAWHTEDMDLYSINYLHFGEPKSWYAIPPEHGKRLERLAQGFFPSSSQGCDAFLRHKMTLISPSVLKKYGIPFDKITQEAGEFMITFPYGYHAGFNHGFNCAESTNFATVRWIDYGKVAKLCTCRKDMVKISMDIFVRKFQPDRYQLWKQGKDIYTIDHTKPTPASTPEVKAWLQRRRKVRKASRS
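material = GST-tagged GASC-1 (JMJD2C) catalytic fragment, aa 2-372 | amount = enzyme final amount 10 nM | medium = HEPES buffer, pH 7.5, plus ascorbate | also added = H3K9me3 peptide substrate, Fe(II), 2-oxoglutarate | dosing = single dose | times = 30 min demethylation and 1 h detection at room temperature | detection = LANCE TR-FRET | read-out basis = Fall in 671/618 emission ratio as inhibition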
Pf Dd2 inh – P. falciparum Dd2 growth inhibition | AID 1159554 | SYBR Green, 72 h; stronger effect = lower value | 2.3% of 94,000 active | activity change, % at 10 µM; in the data active means activity change below about -80%
C diff growth – blocks growth of Clostridium difficile; Clostridium difficile clinical isolate growth, OD600, 24 h; stronger effect = lower value; 0.25% of 86,000 active; growth activity, negative = inhibition, % at 16 µg/mL (by protocol); AID 1259249;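 active means mean growth activity at or below -80% and every replicate also at or below -80%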;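 further: 0% = DMSO wells and -100% = levofloxacin 16 µg/mL wells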
* marks the source's active call; other numbers are inactive results; / = not tested or not shown; & = joins results of further samples.

SMILES | T cruzi growth | KDM4C inh | Pf Dd2 inh | C diff growth
CCS(=O)(=O)Nc1ccc2c(c1)C(=O)N(C)C[C@@H](OC)[C@H](C)CN(C(=O)NC(C)C)[C@@H](C)CO2 | -13 | 1.0 | 42 | /
COc1ccc2c3c(n(C)c2c1)[C@@H](CO)N(C(=O)NC(C)C)CC31CN(CC2CCCC2)C1 | / | -0.2 | -60 | -6
CS(=O)(=O)N1Cc2cc(C(=O)O)nc(-c3cccc(-c4ccccc4F)c3)c2[C@H]1CCO | / | 9.6 | 42 | 12
CN(C)C(=O)C[C@H]1C=C[C@H](NC(=O)c2ccc(F)cc2)[C@@H](CO)O1 | -55 | -0.2 | 2 | -4
COc1ccc(-c2cnc3c(c2)C(=O)N([C@@H](C)CO)C[C@H](C)[C@H](CN(C)C(=O)CN(C)C)O3)cc1 | 49 | -1.5 | 26 | -2
C[C@@H]1CN([C@@H](C)CO)C(=O)c2cccc(NC(=O)Nc3ccc4c(c3)OCO4)c2O[C@@H]1CN(C)Cc1ccc(Oc2ccccc2)cc1 | 72 | -1.0 | -61 | 19
C[C@@H]1CN([C@@H](C)CO)C(=O)c2cc(NC(=O)Nc3ccccc3)ccc2O[C@@H](C)CCCCO[C@@H]1CN(C)C(=O)Nc1cccc2ccccc12 | 24 | -1.8 | -84* | 4
O=C1CN(S(=O)(=O)Cc2ccccc2)C[C@@H]2[C@H](c3ccc(C#CCC4CCCC4)cc3)[C@H](CO)N12 | / | -1.2 | -57 | -11
O=C(C[C@H]1C=C[C@H](NC(=O)c2ccncc2)[C@H](CO)O1)NCc1ccncn1 | / | -1.0 | 16 | -2
CC(C)C#Cc1ccc([C@H]2[C@@H](C#N)N(C(=O)c3cccc(F)c3)[C@@H]2CO)cc1 | 98* | 1.0 | -35 | 0

One compound at a time (already shown). Order of screens: T cruzi growth, KDM4C inh, Pf Dd2 inh, C diff growth
CS(=O)(=O)N1Cc2cc(C(=O)O)nc(-c3cccc(-c4ccccc4F)c3)c2[C@H]1CCO across the screens: /, 9.6, 42, 12
C[C@@H]1CN([C@@H](C)CO)C(=O)c2cccc(NC(=O)Nc3ccc4c(c3)OCO4)c2O[C@@H]1CN(C)Cc1ccc(Oc2ccccc2)cc1 across the screens: 72, -1.0, -61, 19
COc1ccc2c3c(n(C)c2c1)[C@@H](CO)N(C(=O)NC(C)C)CC31CN(CC2CCCC2)C1 across the screens: /, -0.2, -60, -6

Exported with values under each structure: part of the list above.
Values in the order: T cruzi growth | KDM4C inh | Pf Dd2 inh | C diff growth
> O=C1CN(S(=O)(=O)Cc2ccccc2)C[C@@H]2[C@H](c3ccc(C#CCC4CCCC4)cc3)[C@H](CO)N12
    / | -1.2 | -57 | -11
> CCS(=O)(=O)Nc1ccc2c(c1)C(=O)N(C)C[C@@H](OC)[C@H](C)CN(C(=O)NC(C)C)[C@@H](C)CO2
    -13 | 1.0 | 42 | /
> CC(C)C#Cc1ccc([C@H]2[C@@H](C#N)N(C(=O)c3cccc(F)c3)[C@@H]2CO)cc1
    98* | 1.0 | -35 | 0
> COc1ccc2c3c(n(C)c2c1)[C@@H](CO)N(C(=O)NC(C)C)CC31CN(CC2CCCC2)C1
    / | -0.2 | -60 | -6
> CS(=O)(=O)N1Cc2cc(C(=O)O)nc(-c3cccc(-c4ccccc4F)c3)c2[C@H]1CCO
    / | 9.6 | 42 | 12

More results
SMILES | T cruzi growth | KDM4C inh | Pf Dd2 inh | C diff growth
O=C(C[C@@H]1CC[C@@H]2[C@H](COC[C@H](O)CN2Cc2ccc(Oc3ccccc3)cc2)O1)N1CCN(c2ccccc2)CC1 | 115* | 0.2 | -70 | 45&37
COc1ccc(CNC(=O)N(C)C[C@H]2OCc3ccccc3-c3ccccc3C(=O)N([C@H](C)CO)C[C@@H]2C)cc1 | 66 | 4.3 | -15 | -1
CO[C@H]1CN(C)C(=O)c2cc(NC(=O)c3ccc(F)cc3)ccc2OC[C@H](C)N(C(=O)CC2CC2)C[C@@H]1C | 12 | -0.8 | / | /
C[C@H](O)C#Cc1ccc2c(c1)O[C@H](CN(C)Cc1cncnc1)[C@@H](C)CN([C@H](C)CO)S2(=O)=O | -24 | 0.2 | 7 | 1
O=C(NC1CCCC1)N1CC(=O)N2[C@H](CO)[C@@H](c3ccc(-c4cccnc4)cc3)[C@H]2C1 | / | -0.1 | 24 | -3
C[C@@H]1CN([C@@H](C)CO)C(=O)c2cc(NC(=O)C3CC3)ccc2O[C@@H]1CN(C)C | -1 | -0.4 | -2 | 3
C[C@H]1CN([C@@H](C)CO)C(=O)Cc2cc(NC(=O)Cn3cnnn3)ccc2O[C@@H]1CN(C)C(=O)Nc1ccc2c(c1)OCO2 | 13 | -0.4 | 22 | 30
CC(=O)N(C)C[C@H]1Oc2ncc(-c3ccc(F)cc3)cc2C(=O)N([C@@H](C)CO)C[C@@H]1C | 14 | -0.8 | 46 | -3
COc1ccc(NC(=O)Nc2ccc3c(c2)C(=O)N([C@H](C)CO)C[C@@H](C)[C@H](CN(C)Cc2ccc(Cl)c(Cl)c2)OCCCC[C@H](C)O3)cc1 | 121* | -1.9 | -62 | -6
C[C@H](CO)N1C[C@H](C)[C@@H](CN(C)C(=O)Nc2ccccc2)Oc2ccc(NC(=O)Nc3cccc4ccccc34)cc2C1=O | 3 | -1.2 | -46 | 1
COCCN(C[C@H]1[C@H](c2ccccc2)[C@@H](CO)N1C(=O)C1CC1)C(C)=O | 20 | -0.1 | 1 | 5
C[C@@H]1CCCCO[C@@H](CN(C)Cc2ccncc2)[C@@H](C)CN([C@@H](C)CO)C(=O)c2cc(NS(=O)(=O)c3ccc(F)cc3)ccc2O1 | / | 1.9 | -49 | 1
CCS(=O)(=O)N1CC2(C1)[C@H](c1ccccc1)[C@@H](CO)N2Cc1ccccn1 | / | -2.5 | -7 | 8
CC(C)CC#Cc1cnc2c(c1)C(=O)N([C@H](C)CO)C[C@H](C)[C@@H](CN(C)C(=O)Nc1ccccc1F)O2 | 22 | 4.2 | -20 | -15
Cc1ccc(S(=O)(=O)Nc2ccc3c(c2)CC(=O)N([C@H](C)CO)C[C@H](C)[C@@H](CN(C)CC2CC2)O3)cc1 | -111 | 4.4 | -24 | 0
COc1cccc(NC(=O)Nc2ccc3c(c2)C(=O)N(C)C[C@@H](OC)[C@H](C)CN(CC2CC2)[C@@H](C)CO3)c1 | 93 | 3.6 | 18 | /
Cc1noc(C)c1NC(=O)N(C)C[C@@H]1Oc2ccc(NC(=O)Cc3cn(C)c4ccccc34)cc2C(=O)N([C@H](C)CO)C[C@@H]1C | -142 | 0.2 | -2 | /
COc1ccc(NC(=O)Nc2ccc3c(c2)CC(=O)N([C@H](C)CO)C[C@H](C)[C@@H](CN(C)S(=O)(=O)c2ccc(Cl)cc2)O3)cc1 | -127 | -1.6 | -22 | -3
Cc1ccccc1S(=O)(=O)N1CC[C@@H]2[C@H](CO)Nc3ccc(-c4cccc(C#N)c4)cc3[C@@H]21 | 17 | -0.9 | -5 | -3
COc1ccc(S(=O)(=O)N[C@@H]2C=C[C@H](CC(=O)NCCc3ccncc3)O[C@H]2CO)cc1 | 38 | -0.8 | -2 | 2
CNC[C@@H]1OCCCC[C@@H](C)Oc2ccc(NC(=O)NC3CCCCC3)cc2C(=O)N([C@H](C)CO)C[C@H]1C | 9 | -0.8 | / | -1
O=C(c1ccncc1)N1CC(=O)N2[C@H](C1)[C@H](c1ccc(-c3ccccc3F)cc1)[C@@H]2CO | / | 0.1 | -31 | -6
Cc1ccc(S(=O)(=O)Nc2ccc3c(c2)C(=O)N([C@H](C)CO)C[C@H](C)[C@@H](CN(C)C)O3)cc1 | / | 0.5 | 17 | 8
COc1ccc(NC(=O)Nc2ccc3c(c2)C(=O)N([C@@H](C)CO)C[C@H](C)[C@H](CN(C)Cc2ccc(C(F)(F)F)cc2)OCCCC[C@H](C)O3)cc1 | 68 | -1.2 | -60 | 1
C[C@H](CO)N1C[C@H](C)[C@H](CN(C)C(=O)c2ccc3c(c2)OCO3)Oc2ncc(C3=CCCCC3)cc2C1=O | 20 | -2.0 | -7 | 2
N#C[C@@H]1[C@@H](c2ccccc2-c2ccc(F)cc2)[C@H](CO)N1C(=O)NC1CCCCC1 | / | -0.8 | -24 | 2
COc1ccc(CN(C)C[C@H]2Oc3c(NC(=O)Nc4ccccc4)cccc3C(=O)N([C@H](C)CO)C[C@@H]2C)cc1 | 22 | -0.3 | -1 | 19
CCC(=O)N1CC(=O)N2[C@H](CO)[C@@H](c3ccc(C#Cc4cccnc4)cc3)[C@@H]2C1 | / | -0.1 | -12 | -9
COc1cccc(S(=O)(=O)Nc2ccc3c(c2)OC[C@@H](C)N(C(=O)Cc2cccnc2)C[C@@H](C)[C@H](OC)CN(C)C3=O)c1 | 7 | -0.6 | -6 | 3
CN(C)CC#Cc1ccc([C@@H]2[C@H]3CN(C(=O)CN(C)C)CCCCN3[C@H]2CO)cc1 | 23 | 3.5 | -27 | 14

Already shown: two of the compounds above.
SMILES | T cruzi growth | KDM4C inh | Pf Dd2 inh | C diff growth
Cc1ccc(S(=O)(=O)Nc2ccc3c(c2)C(=O)N([C@H](C)CO)C[C@H](C)[C@@H](CN(C)C)O3)cc1 | / | 0.5 | 17 | 8
COc1ccc(NC(=O)Nc2ccc3c(c2)C(=O)N([C@@H](C)CO)C[C@H](C)[C@H](CN(C)Cc2ccc(C(F)(F)F)cc2)OCCCC[C@H](C)O3)cc1 | 68 | -1.2 | -60 | 1

Remaining list, next part
SMILES | T cruzi growth | KDM4C inh | Pf Dd2 inh | C diff growth
C[C@@H]1CN([C@H](C)CO)C(=O)c2cc(C#CC3CC3)cnc2O[C@@H]1CN(C)C(=O)c1ccccc1 | -29 | 0.9 | 12 | 3
O=C(Nc1ccc(Cl)cc1)N1C[C@H]2[C@@H](c3ccccc31)[C@@H](CO)N2C(=O)c1cccnc1 | -7 | -2.1 | 2 | -9
COCc1cn(CC[C@@H]2CC[C@@H](NC(=O)Nc3ccc(F)cc3)[C@H](CO)O2)nn1 | 2 | 2.5 | 6 | -3
Cc1noc(C)c1NC(=O)N(C)C[C@@H]1OCCCC[C@@H](C)Oc2ccc(NC(=O)Nc3cccc4ccccc34)cc2C(=O)N([C@H](C)CO)C[C@@H]1C | -7 | -0.3 | 30 | 3
O=C(C[C@H]1CC[C@@H]2[C@H](COC[C@@H](O)CN2Cc2cccc(C(F)(F)F)c2)O1)NCc1ccc(F)cc1 | -6 | 1.2 | -9 | /
C[C@@H]1CN([C@H](C)CO)C(=O)c2cccc(NC(=O)c3cnccn3)c2O[C@@H]1CN(C)C | / | -0.1 | -9 | 1
C[C@H](CO)N1C[C@H](C)[C@H](CN(C)C(=O)c2ccncc2)Oc2ncc(C#C[C@@H](C)O)cc2C1=O | / | -1.2 | -9 | -2
CC(C)NC(=O)N(C)C[C@H]1Oc2cc(C#CCN(C)C)ccc2S(=O)(=O)N([C@H](C)CO)C[C@H]1C | -16 | 1.9 | 11 | -1
COc1ccc(S(=O)(=O)N(C)C[C@H]2Oc3c(NC(=O)C4CC4)cccc3C(=O)N([C@@H](C)CO)C[C@@H]2C)cc1 | -4 | 0.2 | -12 | 0
C[C@H]1CN([C@@H](C)CO)C(=O)c2cccc(NS(=O)(=O)c3ccccc3)c2O[C@@H]1CN(C)CC1CCCCC1 | 64 | -0.7 | -12 | -2
CO[C@H]1CN(C)C(=O)c2cc(NC(=O)C3CC3)ccc2OC[C@H](C)N(C(=O)c2ccccn2)C[C@@H]1C | -43 | 1.6 | / | /
O=C(C[C@H]1CC[C@@H](NC(=O)Nc2cc(F)ccc2F)[C@@H](CO)O1)Nc1ccc(-c2ccccc2)cc1 | 86 | -1.5 | -6 | /
CN(C[C@H]1N[C@@H](CO)[C@H]1c1ccc(-c2cccc(F)c2)cc1)C(=O)CC1CC1 | -2 | -0.5 | -19 | -2
C[C@H](CO)N1C[C@H](C)[C@H](CN(C)C(=O)Nc2cccc3ccccc23)Oc2ccc(NS(C)(=O)=O)cc2CC1=O | 0 | -0.4 | -4 | -5
